# Screening results deposited in PubChem BioAssay by National Center for Advancing Translational Sciences (NCATS).
# SMN2 splice enh: enhancers of SMN2 splice variant expression; HEK293 SMN2-luciferase splicing reporter, luminescence, 30-36 h; 210,000 tested, 2.8% active; Potency, µM (titrated, usually from 46.1 µM), for inactives: at the highest dose activity change, positive = activation, usual class: activators; also: % of control where 0% means no effect; nearly all actives have a fitted effect of over 55% in size
#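 qHTS luciferase splicing reporter: luminescence rises when SMN2 exon 7 is included in transfected HEK293 cells. Compound exposure lasted 30-36 h at 37C, with 4.5 mM final sodium butyrate as control, followed by a ONE-Glo read.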
# LMNA splice mod: modulators of lamin A splicing | HeLa LMNA splicing GFP/RFP minigene ratio, 48 h | Potency, µM (top dose mostly 46.1 µM), for the others: at the top dose ratio change, negative = inhibition, actives largely listed as inhibitors | 200,000 tested, 0.01% active; active = well fitted inhibition curve with a large enough effect in the signal ratio, with a control signal flat, not every such curve was filed as active; inconclusive = small, poorly fitted or top-dose-only effect, or effect the other way, or a change in a side signal; the % refers to the signal ratio; also: % is scaled to controls: 0 for no effect and ±100 for the full control effect
#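 S3 HeLa cells stably expressing lamin A-EGFP splicing minigene plus DsRed2, 600 cells/well, 48 h compound exposure at 37C. Laser-scanning cytometry; analysed as GFP (500-530 nm)/RFP (575-640 nm) total intensity ratio; 0.5% DMSO vehicle.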
# ALDH1A1 block: inhibitors of human aldehyde dehydrogenase 1A1; Purified ALDH1A1, NADH fluorescence, propionaldehyde substrate; 220,000 tested, 7.3% active; P00352; Potency, µM (doses to about 75.3 µM), without a hit: at the highest dose activity, negative = inhibition, actives largely listed as inhibitors; active = well fitted inhibition curve with a large enough effect, not every such curve was filed as active; inconclusive = small, poorly fitted or top-dose-only effect, or another doubt; inactive = no such curve, though single readings can be large or run the other way;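 also: plate controls were no enzyme wells and a reference inhibitor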
# KinaseGlo FLuc: Kinase-Glo luciferase inhibition (counter-screen); 200,000 tested, 0.28% active; Potency, µM (series often up to 38.3 µM), for the others: at the highest dose activity change, negative = inhibition, most hits filed as inhibitors; Kinase-Glo luciferase, ATP luminescence, 8 min; also: % is scaled to controls: 0 for no effect and ±100 for the full control effect; nearly all actives have a fitted effect of over 60% in size
#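 Light output from Kinase-Glo luciferase with luciferin and 10 uM ATP in 50 mM imidazole pH 7.2, KCl, MgCl2, Tween 20, BSA; compound pin-delivered, 8-min ambient incubation, then luminescence read.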
# Tau fibril ThT: tau fibrillization inhibition (ThT binding); P10636; recombinant tau K18 P301L, heparin-induced fibrillization, ThT fluorescence; Potency, µM (titrated, usually from 57.4 µM), for the others: at the top dose activity, negative = inhibition, usual class: inhibitors; 270,000 tested, 2.1% active; AID 1460; also: % is scaled to controls: 0 for no effect and ±100 for the full control effect; nearly all actives have a fitted effect of over 55% in size
# Target sequence (P10636 561-689 P618L limits assumed): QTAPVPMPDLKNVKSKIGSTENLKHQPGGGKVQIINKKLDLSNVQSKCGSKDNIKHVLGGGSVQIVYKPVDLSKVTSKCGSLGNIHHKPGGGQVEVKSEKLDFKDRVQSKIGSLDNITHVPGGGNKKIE
#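 ThT emission at 510 nm, taken 1 hr after adding 30 uM dye, quantifies aggregates formed when 20 uM heparin acts on human tau K18 P301L for 6 hr at 37 C.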
# L3MBTL1 block: L3MBTL1 (human) inhibition; AID 485360; 230,000 tested, 0.66% active; Potency, µM (doses to about 57.1 µM), without a hit: top-dose activity, negative = inhibition, usual class: inhibitors; AlphaScreen L3MBTL1–H3K9me1 peptide binding; also: % is scaled to controls: 0 for no effect and ±100 for the full control effect; nearly all actives have a fitted effect of over 60% in size
# Target sequence (Q9Y468 whole entry, looked up): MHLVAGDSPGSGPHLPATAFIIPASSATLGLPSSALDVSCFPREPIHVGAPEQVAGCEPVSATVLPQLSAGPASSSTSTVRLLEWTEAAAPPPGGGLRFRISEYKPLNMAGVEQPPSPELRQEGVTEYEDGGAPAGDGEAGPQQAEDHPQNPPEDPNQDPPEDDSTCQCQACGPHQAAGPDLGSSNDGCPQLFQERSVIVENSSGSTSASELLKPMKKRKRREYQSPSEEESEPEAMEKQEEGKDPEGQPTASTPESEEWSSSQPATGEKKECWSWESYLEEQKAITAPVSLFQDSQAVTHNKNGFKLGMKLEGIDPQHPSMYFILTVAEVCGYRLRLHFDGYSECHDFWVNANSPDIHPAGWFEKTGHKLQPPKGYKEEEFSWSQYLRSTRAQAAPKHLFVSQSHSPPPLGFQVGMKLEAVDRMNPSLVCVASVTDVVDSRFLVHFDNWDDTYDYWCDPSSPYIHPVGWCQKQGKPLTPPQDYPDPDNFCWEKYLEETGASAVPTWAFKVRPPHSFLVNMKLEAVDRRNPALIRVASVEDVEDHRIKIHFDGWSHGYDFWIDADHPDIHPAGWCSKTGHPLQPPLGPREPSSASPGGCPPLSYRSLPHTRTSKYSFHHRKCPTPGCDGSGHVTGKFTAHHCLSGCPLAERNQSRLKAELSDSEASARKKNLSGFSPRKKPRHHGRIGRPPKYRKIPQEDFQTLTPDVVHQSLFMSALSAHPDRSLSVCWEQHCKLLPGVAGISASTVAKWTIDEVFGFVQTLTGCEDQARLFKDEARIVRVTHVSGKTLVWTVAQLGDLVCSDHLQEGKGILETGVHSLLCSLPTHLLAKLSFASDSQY
#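 Displacement of a biotinylated histone H3(1-15) peptide monomethylated at Lys9 (75 nM) from L3MBTL1 (50 nM) was measured by AlphaScreen after a 30 min room-temperature compound incubation; cefsulodin titration served as intraplate control.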
# JMJD2E inh: blocks human JMJD2E demethylase activity; JMJD2E catalytic domain, FDH-coupled NADH fluorescence (FDH is formaldehyde dehydrogenase); Potency, µM (titrated, usually from 57.1 µM), for the others: at the top dose activity change, negative = inhibition, actives largely listed as inhibitors; 230,000 tested, 1.6% active; AID 2147; active = well fitted inhibition curve with a large enough effect, not every such curve was filed as active; inconclusive = small, poorly fitted or top-dose-only effect, or another doubt; inactive = no such curve, though single readings can be large or run the other way;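 also: 0% = wells with enzyme and -100% = buffer wells without enzyme; nearly all actives have a fitted effect of over 50% in size; many of its hits are not listed in these tables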
# RECQ1 inh: inhibitors of human RECQ1 DNA helicase. RECQ1 DNA unwinding, red fluorescence kinetic read. P46063. AID 2549. Potency, µM (highest dose often 57.3 µM), inactives show top-dose activity, negative = inhibition, actives largely listed as inhibitors. 240,000 tested, 0.54% active;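 also: plate controls were vehicle for no effect and no enzyme for full effect; nearly all actives have a fitted effect of over 30% in size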
#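 RECQ1T1 50 nM; forked duplex (20 bp + 30-nt ss tails) 200 nM, ATP 2 mM final; pH 8.0, 2 mM MgCl2, 2.5 ug/ml poly(dI-dC); 15 min compound preincubation; discontinuous kinetic read over 2 h at RT.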
# Numbers without * were called inactive; i = inactive; ? = inconclusive; / = no result given; & = joins results of further samples; [ ] = remark or other dose. Unless noted, calls follow the shape of the dose curve; as a rule, active = well fitted curve in the direction sought with a large enough effect; inconclusive = small, poorly fitted or top-dose-only effect, or another doubt; inactive = no such curve, though single readings can be large; an effect the other way counts as inactive or inconclusive. Potency is read from the fitted curve at half-maximal effect. The list is partial (hit frequency here may not be typical).
SMILES,SMN2 splice enh,LMNA splice mod,ALDH1A1 block,KinaseGlo FLuc,Tau fibril ThT,L3MBTL1 block,JMJD2E inh,RECQ1 inh
COC(=O)c1cc(C#N)c(NCc2ccccc2)nc1C,-3%,6%,?,1%,0%,/,?,i
CCC(C)NC(=O)CSc1nnc(-c2cc(-c3cccs3)nc3ccccc23)o1 (configuration not stated),-27%,4%,?,1%,1%,/,?,-7%
C=CCn1c(SCc2csc(-c3ccc(Cl)cc3)n2)nnc1-c1ccccc1OC,/,?,5%,/,?,-1%,-16%,-9%
O=C(NCc1ccccn1)C(=O)NCC(c1ccco1)N1CCN(c2ccc(F)cc2)CC1 (configuration not stated),-75%[inhibitor],/,?,4%,-14%,/,-4%,0%
O=C(NC1CCCCC1)C(c1ccc2ncccc2c1)N(Cc1ccccc1)C(=O)c1cccs1 (configuration not stated),-18%,-1%,?,3%,-13%,-9%,0%,-1%
Cc1ccsc1C(=O)N/N=C/c1ccc2c(c1)OCO2,2.5µM*,13%,0%,2µM*,-17%,1%,-3%,-2%
CC(C)(C)c1ccc(/C=C/C(=O)Nc2ncccn2)cc1,22µM*,?,-10%,-4%,-8%,-4%,1%,i
CC1CCc2sc3nc(N4CCN(CCO)CC4)n4ncnc4c3c2C1 (configuration not stated),-11%,-2%,?,-1%,-9%,-6%,-4%,-9%
c1ccc(CCc2nc(-c3ccc(-n4cccc4)cc3)no2)cc1,-21%,?,14%,-3%,-26%,/,?,-16%
O=C(NNC1=NCCCCC1)Nc1ccc(Cl)cc1,/,/,4%,/,-4%,0%,0%,-4%
C=CCNC(=S)/N=c1/ccccn1CCC,/,/,/,/,-8%,7%,-10%,9%
O=C(CSc1nnc(-c2ccccc2)n1-c1ccccc1)c1cccs1,-21%,7%,3%,-4%,-9%,-1%,1%,i
COc1cc(C2C3=C(CCCC3=O)Nc3[nH]n(-c4ccccc4)c(=O)c32)ccc1O (configuration not stated),-1%,3%,-10%,-3%,?,22%,7%,-10%
Cc1cc(C)c(S(C)(=O)=O)c(S(=O)(=O)c2ccc(Cl)cc2)n1,1%,16%,0%,9%,-10%,9%,3%,i
O=C1C=C(N(CCO)CCO)C2(CCCCC2)O1,-2%,2%,-4%,-8%,0%,/,6%,i
Cc1cc(C(=O)Nc2nc3ccc(S(C)(=O)=O)cc3s2)c(C)o1,5.6µM*,-13%,?,?,-17%,?,?,i
S=C1NC=NC2N=CNC12 (configuration not stated),-38%[inhibitor],?,2.2µM*,/,/,/,/,2%
Cc1ccc(S(=O)(=O)n2nc(-c3ccc(Cl)cc3)nc2NCc2ccco2)cc1,?,-8%,3.5µM*,2%,-15%,-2%[11.4 µM],5%,-2%
CCOC(=O)c1c(NC(=O)CSc2nnc(CNc3ccc(Cl)cc3)o2)sc(C)c1C,-1%,-11%,11µM*,1%,-16%,-3%,3%,-5%
CCN(Cc1ccccc1)C(c1ccccn1)c1nnnn1C1CCCCC1 (configuration not stated),-17%,13%,-1%,-1%,-12%,2%,-3%,-4%
Cn1c(=O)oc2cc(S(=O)(=O)NCCC(=O)Nc3ccc4c(c3)OCCO4)ccc21,-9%,?,-2%,-2%,-6%,-13%,-3%,-8%
Cc1ccc(CN2C(=O)C[C@@H](NS(=O)(=O)c3ccc4ccccc4c3)C/C=C\C2c2ccc(C)cc2)cc1 (some centres not stated),/,/,22µM*,3%[39.9 µM],-7%,/,/,i
Cc1ccccc1Nc1oc(-c2ccccc2)nc1-c1cccc2ccccc12,13%,/,25µM*,-1%,-9%,/,-7%,-2%
CN(C)S(=O)(=O)Nc1ccc(Br)cc1F,2%,8%,7%,-1%,-4%,-13%[11.4 µM],-8%,i
COc1cc2c(O)c3c(c(-c4ccc5c(c4)OCO5)c2cc1OC)C(=O)OC3,-19%,?,?,-3%,-12%,-3%,?,-3%
COc1ccccc1CNc1cc(-c2cccc(NS(C)(=O)=O)c2)ncn1,-5%,8%,-2%,0%,-14%,/,?,-1%
O=C(c1cccs1)N1N=C(c2ccccc2)CC1c1ccccc1 (configuration not stated),1%,?,-15%,2%,-16%,-1%,?,i
COc1ccc(OCC(=O)NC(=S)Nc2ccc3c4c(cccc24)CC3)cc1,-26%,-1%,16µM*,7%,-17%,5%,-7%,0%
COc1ccc(CNc2nc(-c3cccnc3)nn2C(=O)CC(C)C)cc1,17%,/,?,3%,?,/,0%,-19%
CCCC(=O)Oc1ccc(N(C(=O)CCC)S(=O)(=O)c2cccc([N+](=O)[O-])c2)cc1,-33%[inhibitor],-16%,-2%,0%,?,-12%,4%,-8%
COc1cc(C(=O)NC(=S)Nc2ccc([N+](=O)[O-])cc2)cc(OC)c1OC,-39%[inhibitor],-3%,?,2%,-1%,2%,1%,-8%
O=C(N/N=C/c1c[nH]c2ccc(Br)cc12)c1ccncc1,7%,-5%,6%,-1%,-18%,-12%,-5%,-6%
CCOc1cc(C(=O)NCCN2C(=O)S/C(=C\c3cccnc3)C2=O)cc(OCC)c1OCC,-16%,8%,12%,0%,-5%,-3%,-1%,3%
O=C(c1ccc(S(=O)(=O)N2CCOCC2)cc1)N1CCN(c2ccccn2)CC1,/,/,?,/,-5%,-1%,-2%,-1%
Cc1ccc2c(c1)C(=O)C(=O)N2CC(=O)OC(C)C,-4%,-1%,0.079µM*,-5%,-15%,0%,-1%,-1%
COc1ccccc1/C=N/N1C(=O)C(CC(=O)Nc2ccc([N+](=O)[O-])cc2OC)SC1=Nc1cccc(C)c1C (configuration not stated),-15%,?,1%,4%,-3%,-9%,-17%,i
COC(=O)C1C(O)=C(C=Nc2ccc(N)cc2)C(=O)CC1(C)C (configuration not stated),-9%,-8%,-1%,0%,?,/,-13%,-7%
C/C(CC(=O)NC1CCCC1)=N\NC(=O)c1ccc([N+](=O)[O-])c(Cl)c1,3%,3%,?,-1%,?,-6%,1%,-19%
c1cnc(NC2CCCCCC2)nc1,-8%,5%,-7%,0%,-2%,-1%,?,i
COc1cc2nc(-c3ccc(Br)o3)oc(=O)c2cc1OC,-6%,-2%,?,0%,?,-8%,2%,-9%
CC1(C)CC(NC(=O)CCc2ccccc2)CC(C)(C)N1,0%,-3%,-2%,-3%,-6%,3%,0%,-2%
COc1ccc(C)cc1NC(=O)CSc1nnnn1Cc1ccccc1,-8%,-10%,-10%,0%,-6%,-1%,-1%,-7%
COc1ccc(Nc2c(C)cccc2C)cc1,-12%,-2%,?,-1%,2%,2%,8%,i
Cc1ccc(SCc2cc(=O)[nH]c(N3CCOCC3)n2)cc1,-25%,-3%,0%,0%,-7%,-2%,-4%,-4%
c1ccc(CN2CCN(CCN3CCn4c3nc3ccccc34)CC2)cc1,-11%,10%,-1%,12%,-1%,-3%,4%,5%
Cc1ccc2nc(SCCC#N)nc(C)c2c1,1%,3%,-2%,2%,2%,/,-5%,-12%
COc1cc2c(cc1OC)C(C)N(C(=O)Cn1ncc3c1-c1cc(C)ccc1OC3)CC2 (configuration not stated),-33%[inhibitor],?,9%,1%,?,-6%,1%,-3%
Cn1c(=O)n(CC(=O)O)c(=O)c2c1nc1n2CCS1,/,12%,-2%,-4%,-5%&2%,14%,4%&11%,-16%&-9%

# Ordered by heavy-atom count (lowest first): some entries from above.
SMILES,SMN2 splice enh,LMNA splice mod,ALDH1A1 block,KinaseGlo FLuc,Tau fibril ThT,L3MBTL1 block,JMJD2E inh,RECQ1 inh
c1cnc(NC2CCCCCC2)nc1,-8%,5%,-7%,0%,-2%,-1%,?,i
COc1cc2nc(-c3ccc(Br)o3)oc(=O)c2cc1OC,-6%,-2%,?,0%,?,-8%,2%,-9%
Cc1ccc(SCc2cc(=O)[nH]c(N3CCOCC3)n2)cc1,-25%,-3%,0%,0%,-7%,-2%,-4%,-4%

# Next entries.
SMILES,SMN2 splice enh,LMNA splice mod,ALDH1A1 block,KinaseGlo FLuc,Tau fibril ThT,L3MBTL1 block,JMJD2E inh,RECQ1 inh
CCCCNC(=S)N(C)/N=C/c1ccc(F)cc1,-28%,?,3%,1%,10%,136%[activator],-3%,3%
COc1c(C)cccc1C(=O)Nc1ccc(CN2CCOCC2)cc1,16µM*,-7%,8%,-1%,-10%,-7%,-1%,7%
Cc1ccc(/C=N/N2CCN(Cc3ccccc3)CC2)s1,4%,2%[0.0737 µM],?,-2%,-1%,?,12%,-11%
COCC1CCCCN1Cc1cn[nH]c1-c1ccc(OC)cc1OC (configuration not stated),/,-7%[46 µM],-1%,-5%,1%,1%,5%,i
O=C(CN1CCN(c2ccccc2)CC1)N1N=CCC1c1ccccc1 (configuration not stated),-9%,0%,9%,0%,-8%,-7%,-2%,-4%
COc1ccc(/C=N/NC(=O)c2c(C)nc3ccccn23)cc1[N+](=O)[O-],/,/,8%,/,-10%,6%,9%,-7%
CCCC1=C(C(=O)OCC)C(c2cccs2)n2ncnc2N1 (configuration not stated),/,/,/,/,-6%,9%,4%,11%
C=CCn1c(SCn2nnc3ccccc3c2=O)nnc1-c1ccc(Br)cc1,34%,-12%,1%,3%,-10%,/,3%,1%
COc1ccc(C(=O)NC(=S)Nc2ccc3oc(=O)ccc3c2)cc1,-4%,-1%,-15%,-2%,?,5%,-1%,-12%
COc1ccc(N2CCN(C(=O)c3cccc4nc(C)oc34)CC2)cc1,?,/,7%,2%,8%,26%,-2%,-1%
COc1cccc(C2C=C(c3cccs3)Nc3ncnn32)c1OC (configuration not stated),?,5%,?,-1%,10%,?,?,-15%
CCCC(=O)c1ccc(N2CCN(C(=O)c3ccccc3)CC2)c(F)c1,-6%,-15%,?,1%,?,/,5%,-1%
Cc1ccc(-n2nnnc2SC(C(=O)c2c[nH]c3ccccc23)c2ccccc2)cc1 (configuration not stated),0%,?,4%,1%,17%,-15%,-18%,-13%
CCOC(=O)c1c(C)oc2ccc(O)c(CN(C)C)c12,-5%,9%,5%,-2%,-7%,4%,0%,1%
O=C(NCCCc1ccccc1)Nc1cccc(Cl)c1,-58%[inhibitor],?,?,5%,4%,24%,4%,0%
